Screens as filed in PubChem.
Tau fibril FP: qHTS for Inhibitors of Tau Fibril Formation, Fluorescence Polarization; AID 1468, 2008; K18 P301L tau heparin fibrillization, Alexa594 FP, 6 h; Microtubule-associated protein tau (Homo sapiens), P10636; 280,000 tested, 0.39% active; Potency, µM (series often up to 57.7 µM), for inactives: at the highest dose activity, negative = inhibition, actives largely listed as inhibitors; further: on the % scale 0 is the no-effect control and ±100 the full control effect; nearly all actives have a fitted effect of over 55% in size
Target sequence (P10636 561-689 P618L limits assumed): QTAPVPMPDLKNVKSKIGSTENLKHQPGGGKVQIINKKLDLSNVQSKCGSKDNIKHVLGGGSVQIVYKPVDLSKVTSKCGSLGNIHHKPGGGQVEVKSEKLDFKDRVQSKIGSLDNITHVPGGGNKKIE
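K18 P301L tau (15 uM unlabeled/0.24 uM Alexa 594-labeled, final) + compound + heparin 20 uM final; 100 mM NaOAc pH 7; 6 hr 37 C; ThT 30 uM final added, 1 hr RT; FP ex 555/em 632 nm.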
TexasRed fluor: Total Fluorescence Counterscreen for Inhibitors of the Interaction of Thyroid Hormone Receptor and Steroid Receptor Coregulator 2. TRb/SRC2 Texas Red total fluorescence interference. Potency, µM (series often up to 106 µM), for the others: top-dose fluorescence change, negative = quenching. 280,000 tested, 0.29% active. AID 1479, 2009; active means well fitted curve in either direction with a large enough effect; inconclusive means small, poorly fitted or top-dose-only effect; further: on the % scale 0 is the no-effect control and ±100 the full control effect
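Human TRb ligand-binding domain at 0.6 uM with 20 nM Texas Red SRC2 peptide in Tris buffer containing 1 uM T3 and 5% DMSO, incubated with compound 5 h at ambient temperature. Total fluorescence (555/632 nm) calculated as parallel + 2 × perpendicular.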
HTT cytoprotect: qHTS Multiplex Assay to Identify Dual Action Probes in a Cell Model of Huntington: Cytoprotection (ATP). PC12 HTT-Q103 induced, cytoprotection, ATP luminescence, 40 h. Potency, µM (highest dose often 56.4 µM), inactives show cytoprotection (ATP increase), usual class: activators. 230,000 tested, 0.14% active;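 further: % of control where 0% means no effect; nearly all actives have a fitted effect of over 45% in size; toxic huntingtin expression switched on by the ecdysone agonist tebufenozide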
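Cells were plated at 1500 per well in phenol red-free DMEM with 5% equine and 5% calf serum. Tebufenozide (100 nM final) and compounds were added, then ATPlite reagent, and luminescence was read.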
RECQ1 inh: qHTS Assay for Inhibitors of RecQ-Like Dna Helicase 1 (RECQ1); ATP-dependent DNA helicase Q1 (Homo sapiens), P46063; RECQ1 DNA unwinding, red fluorescence kinetic read; Potency, µM (titrated, usually from 57.3 µM), without a hit: at the top dose activity, negative = inhibition, hits mostly inhibitors; 240,000 tested, 0.54% active;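 further: plate controls were vehicle for no effect and no enzyme for full effect; nearly all actives have a fitted effect of over 30% in size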
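RECQ1T1 50 nM; forked duplex (20 bp + 30-nt ss tails) 200 nM, ATP 2 mM final; pH 8.0, 2 mM MgCl2, 2.5 ug/ml poly(dI-dC); 15 min compound preincubation; discontinuous kinetic read over 2 h at RT.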
Tau fibril ThT: qHTS for Inhibitors of Tau Fibril Formation, Thioflavin T Binding. recombinant tau K18 P301L, heparin-induced fibrillization, ThT fluorescence. Potency, µM (titrated, usually from 57.4 µM), inactives show at the highest dose activity, negative = inhibition, usual class: inhibitors. Microtubule-associated protein tau (Homo sapiens), P10636. 270,000 tested, 2.1% active; further: on the % scale 0 is the no-effect control and ±100 the full control effect; nearly all actives have a fitted effect of over 55% in size
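ThT emission at 510 nm, taken 1 hr after adding 30 uM dye, quantifies aggregates formed when 20 uM heparin acts on human tau K18 P301L for 6 hr at 37 C.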
L3MBTL1 block: qHTS Assay for the Inhibitors of L3MBTL1; AID 485360, 2010; AlphaScreen L3MBTL1–H3K9me1 peptide binding; Potency, µM (top dose mostly 57.1 µM), inactives show at the top dose activity, negative = inhibition, actives largely listed as inhibitors; 230,000 tested, 0.66% active; further: on the % scale 0 is the no-effect control and ±100 the full control effect; nearly all actives have a fitted effect of over 60% in size
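Displacement of a biotinylated histone H3(1-15) peptide monomethylated at Lys9 (75 nM) from L3MBTL1 (50 nM) was measured by AlphaScreen after a 30 min room-temperature compound incubation; cefsulodin titration served as intraplate control.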
TRb-SRC2 inh: qHTS for Inhibitors of the Interaction of Thyroid Hormone Receptor and Steroid Receptor Coregulator 2 | Thyroid hormone receptor beta (Homo sapiens), P10828 | TRbeta-SRC2 peptide binding, fluorescence polarization; receptor liganded with 1 µM T3 | Potency, µM (doses to about 106 µM), for the others: top-dose activity change, negative = inhibition, usual class: inhibitors | 280,000 tested, 0.065% active;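 further: plate controls were bound peptide for no effect and peptide without receptor for full effect; nearly all actives have a fitted effect of over 50% in size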
Target sequence (P10828 whole entry, looked up): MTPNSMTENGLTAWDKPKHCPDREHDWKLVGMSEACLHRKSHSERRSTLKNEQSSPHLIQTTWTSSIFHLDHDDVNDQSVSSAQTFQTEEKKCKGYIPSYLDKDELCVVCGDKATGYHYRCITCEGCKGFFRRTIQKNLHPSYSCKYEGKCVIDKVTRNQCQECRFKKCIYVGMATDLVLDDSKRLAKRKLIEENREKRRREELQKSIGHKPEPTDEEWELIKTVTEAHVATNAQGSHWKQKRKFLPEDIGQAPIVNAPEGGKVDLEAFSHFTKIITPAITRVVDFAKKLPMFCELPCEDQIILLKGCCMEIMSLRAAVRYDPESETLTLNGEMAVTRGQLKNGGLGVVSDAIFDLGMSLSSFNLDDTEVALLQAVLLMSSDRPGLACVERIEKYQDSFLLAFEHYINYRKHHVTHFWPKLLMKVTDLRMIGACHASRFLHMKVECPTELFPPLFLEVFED
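Fluorescence polarization of 20 nM Texas Red SRC2 peptide with 0.6 uM human TRb ligand-binding domain, in Tris buffer with 1uM T3 and 5% DMSO. Incubated 5 hr ambient; normalized to unbound and bound controls.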
Tau fluor counter: Counterscreen qHTS for Inhibitors of Tau Fibril Formation, Fluorescence Polarization. tau K18 P301L (four-repeat tau fragment) Alexa594 fluorescence, heparin fibrillization. Potency, µM (top dose mostly 57.7 µM), inactives show at the highest dose activity change, negative = decrease. 280,000 tested, 0.93% active; further: on the % scale 0 is the no-effect control and ±100 the full control effect; nearly all actives have a fitted effect of over 55% in size
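Human K18 P301L tau (15 uM unlabeled plus 0.24 uM Alexa 594-labeled, final) in 100 mM sodium acetate pH 7 was mixed with compound and 20 uM heparin and incubated 6 hr at 37 C.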
Active calls of the source: *; i = inactive; u = inconclusive; x = no result given; & = joins results of further samples; [ ] = remark or other dose. Unless noted, the call rests on the fitted dose curve; in most records, active means well fitted curve in the direction sought with a large enough effect; inconclusive means small, poorly fitted or top-dose-only effect, or another doubt; inactive means no such curve, though single readings can be large; an effect the other way counts as inactive or inconclusive. Potency means the concentration at half of the fitted maximal effect. Not all compounds are listed; count on the stated rates, not on these rows.

| SMILES | Tau fibril FP | TexasRed fluor | HTT cytoprotect | RECQ1 inh | Tau fibril ThT | L3MBTL1 block | TRb-SRC2 inh | Tau fluor counter |
| --- | --- | --- | --- | --- | --- | --- | --- | --- |
| CCC(Oc1ccccc1)C(=O)Nc1nc2ccccc2[nH]1 (stereo unspecified) | -5% | 1% | -8% | -4% | -3% | 27%[11.4 µM] | 0% | -1% |
| O=C(CSc1ccccc1)Nc1ccc(NC(=O)c2ccco2)cc1 | 0% | -4% | 29% | 0% | -6% | -9% | 2% | 0% |
| CN1CCC(N(C)C(=S)NC(=O)c2cc(-c3cccc(Br)c3)nc3ccccc23)CC1 | u | -2% | -49%[inhibitor] | -2% | u | -10%[11.4 µM] | -2% | u |
| CC(Sc1nncn1C)C(=O)Nc1ccccc1-c1ccccc1 (stereo unspecified) | -5% | 2% | -4%[10 µM] | 8% | -9% | 4% | -8% | -3% |
| CCOCCCNc1nc2c([nH]1)c(=O)n(C)c(=O)n2C | 3% | -3% | 7% | 0% | 0% | -7% | -10% | 4% |
| CCn1cc2nc(SCc3cccc(F)c3)n(CCc3ccccc3)c(=O)c2n1 | -1% | 0% | x | x | u | x | 2% | -20% |
| CCOC(=O)c1ccc(S(=O)(=O)NCCN2CCOCC2)cc1 | -9% | 0% | -43%[inhibitor] | 2% | 3% | -2% | -5% | 4% |
| Cc1cc(C)c2nc(N3CCCN(C(=O)c4ccco4)CC3)c(C#N)cc2c1 | -5% | 0% | -20% | -17% | u | -22% | 10% | -8% |
| O=C(c1cc(Sc2ccc(Cl)cc2)nc2ccccc12)N1CCN(c2ccccn2)CC1 | -2% | -1% | -68%[inhibitor] | -28% | -5% | -23% | 2% | -13% |
| Cc1ccc2c(CN3CCN(C(=O)c4ccc(F)cc4)CC3)cc(=O)oc2c1 | -6% | 0% | x | x | -8% | x | -4% | -6% |
| COc1ccc(OCCCn2c(C3CC(=O)N(c4ccc(F)cc4)C3)nc3ccccc32)cc1 (stereo unspecified) | 11% | -2% | x | x | u | x | 3% | -15% |
| O=C(Oc1ccc2c(c1)OCO2)c1ccc(F)cc1Cl | -13% | -1% | 6%[10 µM] | -4% | -13% | 2% | 6% | -8% |
| CSCCC(NC(N)=O)C(=O)Nc1ccc(F)c(Cl)c1 (stereo unspecified) | -6% | -2% | 20%[10 µM] | 2% | 4% | x | 6% | -5% |
| CCOCCCNC(=O)CCS(=O)(=O)Cc1ccc(C)cc1 | 4% | -3% | -2% | -7% | 2% | -1% | -19% | 6% |
| COC(=O)c1ccc(Cn2nc(C)c(Cl)c2C)o1 | -2% | 1% | 4% | -6% | -2% | 17% | -22% | 2% |
| O=C(NCc1ccco1)C1CC(=O)N(c2ccc(F)cc2)C1 (stereo unspecified) | -1% | -1% | -10%[0.074 µM] | -15% | -1% | -2% | 8% | 2% |
| Cc1ccc(-c2nn3c(C)nnc3s2)cc1NC(=O)c1ccc(-c2cccc(Cl)c2)o1 | -3% | -9% | -35% | 13µM* | u | 22µM* | 16% | -8% |
| COc1ccc(NC(=S)Nc2ccc(OCc3ccccc3)cc2)cc1OC | 18% | 5% | 13%[10 µM] | 2% | u | u | -7% | 25µM*[quencher] |
| CCNc1nc(C23CC4CC(CC(C4)C2)C3)cs1 | -2% | 1% | -17% | 1% | u | x | 1% | -28% |
| CCCNS(=O)(=O)c1ccc(OCC(=O)NCc2ccco2)cc1 | -2% | 0% | 1% | 0% | -9% | -10% | 4% | 1% |
| COc1ccc2nc(NC(=O)c3nc(SC(C)C)ncc3Cl)sc2c1 | -8% | 5% | x | x | -10% | x | -19% | -10% |
| COc1cccc(C2C(C(=O)Nc3ccccc3)=C(C)N=c3s/c(=C/c4ccc(OCC(=O)O)cc4)c(=O)n32)c1 (stereo unspecified) | 0% | -3% | x | -18% | u | -9% | 2% | 13% |
| C[C@@H](C(=O)Nc1ccc2ccccc2c1)[C@H]1C[C@]1(C)[C@H](NC(=O)c1cnccn1)c1ccccc1 | 7%&-3% | -1%&-21% | -71%[inhibitor] | -4%&-11% | -14%&-13% | -7% | 4%&7% | -26%&-23% |
| CCOC(=O)N1CCN(CC(=O)N2c3ccccc3CCc3ccccc32)CC1 | -3% | -3% | x | i | -2% | 0% | -8% | 0% |
| COc1ccc(-c2cnc(NCc3cc4c(cc3[N+](=O)[O-])OCO4)n2C)cc1 | -1% | 0% | -1%[10 µM] | -10% | u | -7% | -7% | -15% |

The last 3 records of the part above come first, to join the parts:
| SMILES | Tau fibril FP | TexasRed fluor | HTT cytoprotect | RECQ1 inh | Tau fibril ThT | L3MBTL1 block | TRb-SRC2 inh | Tau fluor counter |
| --- | --- | --- | --- | --- | --- | --- | --- | --- |
| C[C@@H](C(=O)Nc1ccc2ccccc2c1)[C@H]1C[C@]1(C)[C@H](NC(=O)c1cnccn1)c1ccccc1 | 7%&-3% | -1%&-21% | -71%[inhibitor] | -4%&-11% | -14%&-13% | -7% | 4%&7% | -26%&-23% |
| CCOC(=O)N1CCN(CC(=O)N2c3ccccc3CCc3ccccc32)CC1 | -3% | -3% | x | i | -2% | 0% | -8% | 0% |
| COc1ccc(-c2cnc(NCc3cc4c(cc3[N+](=O)[O-])OCO4)n2C)cc1 | -1% | 0% | -1%[10 µM] | -10% | u | -7% | -7% | -15% |
| CCc1nnc(NS(=O)(=O)c2ccc(NC(=O)c3cccc4ccccc34)cc2)s1 | -1% | -2% | -19% | 1% | -8% | x | 1% | -5% |
| C=C(C)CSc1cc(C)c(C#N)c2nc3ccccc3n12 | 2% | -1% | 20%[10 µM] | 1% | 5% | 0% | 1% | 3% |
| O=S(=O)(N/N=C1/CC(c2ccccc2)Oc2ccccc21)c1ccc(Br)cc1 (stereo unspecified) | 16% | 0% | -42%[inhibitor] | -15% | -23% | x | 1% | u |
| O=C(c1ccco1)N1CCN(C2=NS(=O)(=O)c3ccccc32)CC1 | -5% | 1% | -10% | 3% | -6% | x | -1% | -1% |
| CSc1ccc(CCNC(=O)CCn2c(=O)c3cccn3c3ccc(F)cc32)cc1 | -4% | 10% | x | x | 7% | x | 2% | 5% |
| COc1ccc2c(C)cc(SCC(=O)Nc3nsc(-c4ccccc4C)n3)nc2c1 | -11% | u | x | x | u | x | -13% | -12% |
| O=C(CC1SC(=NC2CCCCC2)NC1=O)Nc1ccccc1 (stereo unspecified) | 3% | -4% | -15%[10 µM] | i | -2% | -4% | 1% | -7% |
| COC(=O)c1ccccc1NC(=O)C1CC(=O)N(c2ccc(C)c(C)c2)C1 (stereo unspecified) | -2% | -4% | 11%[10 µM] | i | -11% | x | -4% | -9% |
| CCc1oc(C(=O)O)cc1CN(CC)CC | 1% | 0% | 7%[10 µM] | 1% | 2% | x | 1% | 2% |
| CN(C)S(=O)(=O)c1ccc(Cl)c(NC(=O)CN2C(=O)NC(C)(C3CC3)C2=O)c1 (stereo unspecified) | 2% | 1% | -4%[10 µM] | -13% | x | x | 2% | 5% |
| CC1CCCC(N2C(=O)NC(NC(=O)c3ccco3)(C(F)(F)F)C2=O)C1C (stereo unspecified) | -1% | 0% | 3%[0.074 µM] | 1% | -6% | x | 4% | -11% |
| CCOc1ccc(Nc2nnc(-n3nc(C)cc3C)c3ccccc23)cc1 | 8% | -2% | x | x | u | x | -7% | u |
| CC(=O)Nc1ccc(S(=O)(=O)N(C)c2ccc(OCC(=O)OCC(=O)N3CCCCC3)cc2)cc1 | -1% | -2% | 4% | -14% | -6% | -10% | -4% | -6% |
| O=c1[nH]c(/C=C2\C=Nc3ccccc32)c(O)n1Cc1ccccc1F | 0% | -8% | -61%[inhibitor][10 µM] | i | u | -8% | -3% | 7.9µM*[quencher] |
| CC(=O)Nc1nc(C(F)(F)F)cs1 | 0% | -2% | x | 0% | 1% | 4% | 1% | 5% |
| C[C@@H]1C(c2ccccc2)=NN(c2ccccc2)[C@H]1C(=O)N1CCOC1=O | 12%[81.3 µM] | 0% | -17% | -9%[81.1 µM] | u | 31%[activator] | 12% | u |
| CCOc1cc(NC(=S)NCCCN(C)C)c(OCC)cc1NC(=O)C1CC1 | -8% | 0% | -12%[10 µM] | i | 9% | 14% | -8% | 2% |
| C/C(=N\NC(=O)C1(C)CC1(Br)Br)c1ccc(NC(=O)c2ccc(C)o2)cc1 (stereo unspecified) | 1% | -1% | 17%[10 µM] | -20% | -2% | -13% | 0% | -14% |
| CCc1nnc(NC(=O)c2ccc(-c3ccccc3F)o2)s1 | 0% | -3% | -60% | 1% | -4% | 8% | -4% | 1% |
| CCOC(=O)N1CCC(NC(=O)c2ccc3c(c2)sc2nc(-c4ccccc4)cn23)CC1 | -10% | 3% | -73%[inhibitor] | -5% | u | 6% | 4% | -25% |
| COc1cccc(-c2nc3ccccc3s2)c1 | -5% | -5% | -51%[inhibitor] | -13% | u | x | 0% | -20% |
| CC(CCc1ccccc1)NC(=O)C1CCCN(C(=O)c2cc3sccc3n2C)C1 (stereo unspecified) | 6% | 2% | 5%[10 µM] | -12% | -24% | x | -1% | -12% |
| CN1/C(=C\C=Nc2cc(S(=O)(=O)N3CCOCC3)ccc2N2CCOCC2)C(C)(C)c2ccccc21 | 4% | -4% | 2%[10 µM] | -14% | -12% | -12% | -6% | -9% |
| Cc1ccccc1OCCN1C(=O)NC2(CCc3ccccc32)C1=O (stereo unspecified) | -1% | 0% | 23%[10 µM] | -10% | -4% | 4% | -24% | -3% |
| Cc1ccc(Nc2c(-c3ccc(N4CCOCC4)cc3)nc3c(C)cccn23)cc1 | 9% | -4% | x | x | u | x | 5% | u |
